# Screening results from PubChem.
# JMJD2A Tudor inh = qHTS Assay for Inhibitors of JMJD2A-Tudor Domain; AID 504339, 2011; AlphaScreen JMJD2A-Tudor / H3K4me3 peptide binding; Lysine-specific demethylase 4A (Homo sapiens), O75164; actives 4.4% (n = 390,000); Potency, µM (top dose mostly 114 µM), for inactives: at the top dose activity change, negative = inhibition, actives largely listed as inhibitors; also: potency is read from the fitted curve at half-maximal effect; % is scaled to controls: 0 for no effect and ±100 for the full control effect; nearly all actives have a fitted effect of over 50% in size
# ERG Ets-DNA blk = qHTS for Small Molecule Inhibitors of the ERG Ets/DNA interaction; fluorescence polarization, His-ERG Ets domain / labelled DNA; Potency, µM (doses to about 76.9 µM), without a hit: at the top dose FP activity, negative = inhibition, hits mostly inhibitors; actives 0.028% (n = 370,000); AID 624246, 2012; active = well fitted inhibition curve with a large enough effect in the polarisation, with a control signal flat; inconclusive = small, poorly fitted or top-dose-only effect, or effect the other way, or a change in a side signal; inactive = no such curve, though single readings can be large or run the other way; the % refers to the polarisation;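 also: polarization taken with two DNA probes labelled with fluorescein and Texas red; potency is read from the fitted curve at half-maximal effect; % of control where 0% means no effect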
#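 His-tagged ERG Ets domain (1 uM in the protein solution; 300mM KCl, 50mM Tris-HCl, 1mM EDTA, 1mM DTT, pH 7.5) received compound, then a probe mix of 5 nM fluorescein-DNA and 100nM Texas-615-DNA. Fluorescence polarization was read for both dyes.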
# RGS4 inhibitor = Inhibitors of Regulator of G Protein Signaling (RGS) 4: qHTS; Regulator of G-protein signaling 4 (Homo sapiens), P49798; AID 504845, 2011; Potency, µM (highest dose often 114 µM), without a hit: at the highest dose activity change, negative = inhibition, most hits filed as inhibitors; Transcreener GDP fluorescence polarization, RGS4-accelerated GTP hydrolysis; actives 0.039% (n = 390,000); also: potency is read from the fitted curve at half-maximal effect; % is scaled to controls: 0 for no effect and ±100 for the full control effect; nearly all actives have a fitted effect of over 75% in size; some results filed as inactive show a strong effect at the top dose
# Target sequence (P49798 whole entry, looked up): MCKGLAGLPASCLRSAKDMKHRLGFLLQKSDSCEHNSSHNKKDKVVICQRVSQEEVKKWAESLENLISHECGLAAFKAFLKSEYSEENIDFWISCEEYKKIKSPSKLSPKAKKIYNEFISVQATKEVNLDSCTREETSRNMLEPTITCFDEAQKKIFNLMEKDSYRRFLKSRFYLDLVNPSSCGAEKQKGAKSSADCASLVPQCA
#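 MLSMR compounds (23 nl, pin-transferred) preincubated 10 min at room temperature with a 500nM (2x) first reagent, then RGS4 at 900nM (2x) plus Transcreener GDP mix added; fluorescence polarization (620/688 nm) read before and after 90 min at 30 °C.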
# HP1b binding inh = HTS for Inhibitors of HP1-beta Chromodomain Interactions with Methylated Histone Tails | Potency, µM (series often up to 114 µM), for inactives: at the top dose activity change, negative = inhibition, hits mostly inhibitors | actives 0.56% (n = 390,000) | Chromobox protein homolog 1 (Homo sapiens), P83916 | AlphaScreen HP1-beta / biotin-H3K9me3 peptide binding; also: potency is read from the fitted curve at half-maximal effect; nearly all actives have a fitted effect of over 70% in size; inactives centre near 23
# Target sequence (P83916 whole entry, looked up): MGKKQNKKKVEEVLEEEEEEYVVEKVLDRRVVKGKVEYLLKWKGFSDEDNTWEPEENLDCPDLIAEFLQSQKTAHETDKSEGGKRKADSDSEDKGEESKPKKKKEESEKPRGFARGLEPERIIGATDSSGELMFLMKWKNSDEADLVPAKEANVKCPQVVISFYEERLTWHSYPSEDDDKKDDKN
#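 Compound inhibition of the preformed complex between 50 nM HP1-beta and 50 nM biotinylated H3K9me3 peptide was read by AlphaScreen. Buffer was PBS pH 7.4 with 0.01% Tween-20. Incubations ran 30 min at room temperature, with 10 ug/mL donor/acceptor beads.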
# ALOX12 inh = Primary qHTS assay for inhibitors of human arachidonate 12S-lipoxygenase (ALOX12): Round 2; purified 12hLO, xylenol orange hydroperoxide absorbance; AID 1671190, 2021; actives 1.1% (n = 580,000); Potency, µM (titrated, usually from 108 µM), without a hit: at the highest dose activity change, negative = inhibition, usual class: inhibitors; also: potency is read from the fitted curve at half-maximal effect; % is scaled to controls: 0 for no effect and ±100 for the full control effect
#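 Hydroperoxide product was detected by ferrous iron/xylenol orange as the 573 to 405 nm absorbance ratio. Arachidonic acid at 40 uM (final) was turned over for 30 min at room temperature by 150 nM human 12hLO, pH 7.0 Hepes buffer, after 15 min compound preincubation.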
# G9a inh = qHTS Assay for Inhibitors of Histone Lysine Methyltransferase G9a | actives 8.8% (n = 350,000) | G9a H3K9 monomethylation, AlphaScreen, 2 h | AID 504332, 2011 | Histone-lysine N-methyltransferase EHMT2 (Homo sapiens), Q96KQ7 | Potency, µM (titrated, usually from 102 µM), without a hit: top-dose activity, negative = inhibition, most hits filed as inhibitors; also: potency is read from the fitted curve at half-maximal effect; % is scaled to controls: 0 for no effect and ±100 for the full control effect; nearly all actives have a fitted effect of over 75% in size
#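 Chemiluminescent proximity detection of H3K9 monomethylation, read after 10 min bead incubation in the dark. Reaction: 20 nM G9a, 500 nM biotin-H3K9 peptide, 20 uM SAM cofactor, 2 h, room temperature, following 15 min enzyme-compound preincubation.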
# PI4K2A block = qHTS for small molecular inhibitors of PI4K2A | Phosphatidylinositol 4-kinase type 2-alpha (Homo sapiens), Q9BTU6 | actives 0.13% (n = 420,000) | activity change, negative = inhibition, % at 76.9 µM | purified PI4K2A, ADP-Glo luminescence, 1 h; stronger effect = lower value; in the data active = activity change below about -50%; inconclusive = mostly about -30% to -49%;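 also: -100% = wells without enzyme as full effect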
#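 ADP-Glo luminescence measured ADP generated by PI4K2A enzyme (4 ug/mL before mixing) with 1.2 mM PI substrate (pre-mix) and 300 microM ATP (pre-mix). Tris pH7.5 buffer with MgCl2, Triton X-100; 1 h reaction at ambient temperature.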
# GLS inhibitor = qHTS for Inhibitors of Glutaminase (GLS); GLS enzymatic activity, qHTS titration; Potency, µM (doses to about 45.5 µM), without a hit: at the top dose activity change, negative = inhibition, actives largely listed as inhibitors; actives 0.21% (n = 410,000); AID 624170, 2012; also: potency is read from the fitted curve at half-maximal effect; % is scaled to controls: 0 for no effect and ±100 for the full control effect
# Target sequence (O94925 whole entry, looked up): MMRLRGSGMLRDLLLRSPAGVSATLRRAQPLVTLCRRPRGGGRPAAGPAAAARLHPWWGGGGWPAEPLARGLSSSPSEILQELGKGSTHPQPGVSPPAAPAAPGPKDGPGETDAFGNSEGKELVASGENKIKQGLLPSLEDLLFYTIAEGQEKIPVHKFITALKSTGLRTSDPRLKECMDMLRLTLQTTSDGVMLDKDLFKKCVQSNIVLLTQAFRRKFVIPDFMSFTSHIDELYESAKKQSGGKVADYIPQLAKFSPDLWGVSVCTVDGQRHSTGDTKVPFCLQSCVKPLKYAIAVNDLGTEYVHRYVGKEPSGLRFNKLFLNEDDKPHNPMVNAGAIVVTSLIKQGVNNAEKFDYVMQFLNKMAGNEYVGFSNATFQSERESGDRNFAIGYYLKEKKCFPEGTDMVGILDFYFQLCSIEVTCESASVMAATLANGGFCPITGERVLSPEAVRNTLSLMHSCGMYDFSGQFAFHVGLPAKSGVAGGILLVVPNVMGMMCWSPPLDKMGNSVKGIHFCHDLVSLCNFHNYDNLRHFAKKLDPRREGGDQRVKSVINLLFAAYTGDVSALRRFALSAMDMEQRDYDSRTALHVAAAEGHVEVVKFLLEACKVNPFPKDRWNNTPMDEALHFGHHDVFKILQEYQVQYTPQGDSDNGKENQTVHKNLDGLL
#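 Glutamate formation by hKGA was monitored fluorometrically using coupled glutamate oxidase, HRP and Amplex Red. Substrate was added as 1 mM L-glutamine solution; incubation was 30 min at RT after an initial read.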
# BAZ2B block = qHTS Assay for Inhibitors of BAZ2B; AlphaScreen BAZ2B-H3K14Ac peptide displacement; Potency, µM (titrated, usually from 114 µM), inactives show at the top dose activity change, negative = inhibition, actives largely listed as inhibitors; actives 4.4% (n = 360,000); AID 504333, 2011; also: potency is read from the fitted curve at half-maximal effect; % is scaled to controls: 0 for no effect and ±100 for the full control effect; nearly all actives have a fitted effect of over 60% in size
#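 Compounds, titrated to a top concentration of 110 uM, were incubated 30 min at room temperature with preformed BAZ2B/acetyl-K14 H3 peptide complex (50 nM each). Proximity signal was measured by AlphaScreen after 20 min with beads.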
# Starred values were filed as active, the others as inactive; ? = inconclusive; . = no result given; & = joins results of further samples; [ ] = dose if it differs, or a comment. Unless noted, calls follow the shape of the dose curve; as a rule, active = well fitted curve in the direction sought with a large enough effect; inconclusive = small, poorly fitted or top-dose-only effect, or another doubt; inactive = no such curve, though single readings can be large; an effect the other way counts as inactive or inconclusive. These rows are one share of the data; the hit share may differ from the screen's.
SMILES,JMJD2A Tudor inh,ERG Ets-DNA blk,RGS4 inhibitor,HP1b binding inh,ALOX12 inh,G9a inh,PI4K2A block,GLS inhibitor,BAZ2B block
O=C(CCn1cccc(C(F)(F)F)c1=O)Nc1cccc(C(F)(F)F)c1,1%,-9%,0%,23%,12%,.,-2,0%,-3%
O=C(CNC(=O)COc1ccccc1)NCc1ccccc1F,-1%,-2%,16%,28%,13%,6%,1,5%,1%
CCCCNc1c(-c2ccc(OC)c(SC3CCCCC3)c2)nc2cc(C)ccn12,56µM*,-14%,7%,-15%,?,14%[2.33 µM],-2,9%,?
O=C(COC(=O)CC1CCCC1)Nc1ccc(Cl)cc1,24%,2%,1%,64%[activator],?,34%,1,-1%,49%[activator]
O=C1CC(c2ccncc2)c2cc3c(cc2N1)OCCO3 (stereo unspecified),2%,-3%,19%,19%,-16%,-12%[12.7 µM],4,7%,-19%
COc1ccc(NC(=O)CN2c3cccc4cccc(c34)S2(=O)=O)cc1,-23%,12%,-7%,21%,25%,-41%[59 µM],6,-25%,-25%
COC(=O)C1=C(C)N(C)C(=O)NC1c1cc(Cl)cc(Cl)c1OC (stereo unspecified),-16%,-17%,26%,5%,4%,-31%[59 µM],2,9%,-20%
CCOc1ccc(NC(=O)Nc2nc(SCC)ns2)cc1,-6%,0%,-8%,51%[activator],1%,33%,-1,-4%,3%
FC(F)Oc1ccc(NC(=S)NC2CCCCCCC2)cc1,8%,0%,-12%,25%[57 µM],?,10%,1,2%,-8%
O=C(Nc1nnc(S(=O)(=O)N2CCc3ccccc32)s1)c1ccccc1,-16%,1%,-3%,20%,0%,-33%[59 µM],1,6%,-19%
COc1ccc(CCN(C)CCCN2CC(c3ccccc3)CC2=O)cc1OC (stereo unspecified),25µM*,9%,16%[11.4 µM],-9%,?,50µM*,0,13%,?
CC(C)(C)NC(=O)NC(=O)CN1C(=O)NC(C)(c2ccccc2)C1=O (stereo unspecified),2%,6%,-14%,21%,-1%,-2%,-1,0%,3%
COc1ccc(OC)c2[nH]c(=O)c(CCNC(=S)NC(C)(C)C)cc12,-27%,11%,15%,4%,?,-43%,-6,14%,.
CCN(Cc1ccccc1)C(=O)C(CC(C)C)NS(=O)(=O)c1ccc2c(c1)CCN2C(C)=O (stereo unspecified),-16%,-3%,-10%,12%,-22%,2%[59 µM],-3,6%,.
Cc1cccc(NS(=O)(=O)c2ccc(C)c(C(=O)N3CCN(C(=O)c4ccco4)CC3)c2)c1,-12%,-6%,2%,39%[activator],3%,.,1,-10%,.
O=C(Nc1ccc(F)cc1)Nc1cnccn1,5%,0%,-10%,32%,404%[activator],35%,-2,0%,-39%
COC(=O)c1sc(-c2ccccc2)cc1NC(=O)c1ccc(OC)cc1,3%,19%,-28%,92%[activator],0%,14%[59 µM],-4,1%,-4%
CCCCSc1nc2c(cnn2-c2ccc(F)cc2)c(=O)[nH]1,-13%,5%,0%,32%,29%[57.4 µM],-2%[59 µM],-8,-7%,?
O=C(NC1CCN(S(=O)(=O)c2ccc(Cl)c(F)c2)CC1)c1cccnc1,2%,10%,-9%,37%[activator],3%,-5%,1,-2%,-8%
Cc1c(C(=O)Nc2ccc(F)c(C(F)(F)F)c2)sc2nc(-c3ccccc3)cn12,-2%,-3%,-2%,26%[57 µM],-27%,1%[59 µM],1,-15%,6%

# 3 entries out of the list, ordered by number of heavy atoms, smallest number first:
SMILES,JMJD2A Tudor inh,ERG Ets-DNA blk,RGS4 inhibitor,HP1b binding inh,ALOX12 inh,G9a inh,PI4K2A block,GLS inhibitor,BAZ2B block
CCOc1ccc(NC(=O)Nc2nc(SCC)ns2)cc1,-6%,0%,-8%,51%[activator],1%,33%,-1,-4%,3%
O=C(CCn1cccc(C(F)(F)F)c1=O)Nc1cccc(C(F)(F)F)c1,1%,-9%,0%,23%,12%,.,-2,0%,-3%
Cc1cccc(NS(=O)(=O)c2ccc(C)c(C(=O)N3CCN(C(=O)c4ccco4)CC3)c2)c1,-12%,-6%,2%,39%[activator],3%,.,1,-10%,.

# Next section.
SMILES,JMJD2A Tudor inh,ERG Ets-DNA blk,RGS4 inhibitor,HP1b binding inh,ALOX12 inh,G9a inh,PI4K2A block,GLS inhibitor,BAZ2B block
CC(C)(C)c1ccc(C(CC(=O)O)NC(=O)Cc2ccccc2)cc1 (stereo unspecified),0%,-1%,-5%,31%,-7%&-3%,5%,2,6%,-2%
CC(C)(C)CC(C)(C)Nc1c(-c2ccc(O)cc2)nc2cnccn12,5%,-11%,-11%,31%,-8%,.,11,10%,.
Cc1ccc(C)c(S(=O)(=O)NCC(=O)N2CCCC2)c1,-10%,-10%,15%,16%,1%,.,2,3%,5%
COC(=O)C1(C)NC(c2cccs2)C2C(=O)N(c3ccc(F)cc3)C(=O)C21 (stereo unspecified),-21%,2%,0%,52%[activator],0%,-18%,-4,3%,11%
COc1cccc(OC)c1C(=O)OCC(=O)Nc1ccc(OC(F)(F)F)cc1,-16%,1%,4%,41%[activator],-6%,-20%[59 µM],-1,1%,2%
CCOC(=O)C(C)N1N=C(/C=C/c2ccc(OC)cc2)CCC1=O (stereo unspecified),-13%,1%,-5%,14%,0%,17%[59 µM],5,1%,8%
CC1CCCN(CCC(=O)Nc2ccc(F)c(F)c2)C1 (stereo unspecified),-3%,3%,9%,13%,-2%,.,-2,2%,7%
COc1ccc(C)cc1NC(=O)C1CCCN1C(=O)OCc1ccccc1 (stereo unspecified),9%,-14%,-24%,41%[activator],2%,7%[59 µM],-4,-9%,-2%
NC(=O)c1ccsc1NC(=O)c1cc(=O)c2ccccc2o1,-15%,-1%,-4%,79%[activator],8%[57.4 µM],-22%,-3,-5%,1%
C=CCC1(CC=C)CCCN1C(=O)c1cc(COc2cccc(OC)c2)on1,109%[activator],7%,30%,129%[activator],9%,319%[activator],1,-10%,60%[activator]
Cc1ccc(Nc2nc(/N=C/N(C)C)n[nH]2)cc1C,-20%,0%,-6%,0%,-4%,1%,12,?,-14%
COc1ccc(/C=N/NC(=O)c2ccc(N3CCCC3=O)cc2)cc1,-9%,-3%,29%,18%,19%,1%,-4,6%,-13%
O=C(CNC(=O)c1cccc(F)c1)N/N=C/c1ccc(O)c([N+](=O)[O-])c1,-10%,7%,-32%,12%,19%,-21%,-4,-10%,-2%
O=C(c1ncc[nH]1)c1ccco1,-1%[11.4 µM],-9%,-13%[11.4 µM],6%,-17%,24%,0,-20%,-1%
O=C(CN1C(=O)CCC1=O)Nc1cccc2c1C(=O)NC2=O,-4%,9%,7%,45%[activator],-2%,-3%,1,2%,1%
O=C(CN1CCN(Cc2ccccc2)CC1)Nc1ccc(N2CCOCC2)cc1,-19%,1%,3%,23%,-2%,-2%,-2,8%,-4%
Cc1cc(C)c2c(=O)c3c(oc2c1)C(=O)N(Cc1ccco1)C3c1ccccc1F (stereo unspecified),1%,2%,2%,60%[activator],-23%,3%[59 µM],-1,-5%,-3%
CCN1C(=O)c2ccccc2S(=O)(=O)c2ccc(C(=O)NCCOC)cc21,-3%,-8%,-12%,27%,1%,56%[activator],6,-19%,0%
Cc1ccc(OC(C)C(=O)Nc2ccc(F)cc2)c([N+](=O)[O-])n1 (stereo unspecified),-10%,0%,21%,15%,0%,?,0,6%,5%
Cc1cc(O)c(-c2cc(C(=O)NCc3ccc4c(c3)OCO4)[nH]n2)cc1C,-28%,-4%,18%,1%,-23%,?,2,8%,6%
COc1ccc(OC)c(NC(=O)CSC2=Nc3ccccc3C3=NC(CCC(=O)NCCc4ccccc4)C(=O)N23)c1 (stereo unspecified),-17%,-6%,-26%,24%,-16%,3%[59 µM],1,2%,-23%
CCOc1ccc(NC(=O)CSC2=Nc3ccccc3C3=NC(CC(=O)NCc4ccc5c(c4)OCO5)C(=O)N23)cc1 (stereo unspecified),-22%,3%,-28%,16%,-22%,-6%[59 µM],-13,-30%,-21%
COc1ccc(NS(=O)(=O)c2cn(C)cn2)c(OC)c1,-16%,-6%,20%,30%,19%,8%,0,15%,-2%[57.1 µM]
COc1ccc(OC)c(C(=O)CN2C(=O)N(c3ccc(C)cc3)S(=O)(=O)c3ccccc32)c1,-23%,2%,-18%,23%,-24%,-3%[59 µM],1,-6%,-12%
Cc1cc(C(=O)NNC(=O)Nc2ccccc2)no1,-4%,0%,-18%,35%,159%[activator],18%[59 µM],1,-25%,-11%
CC(C)(C)SCCNS(=O)(=O)c1ccc(C#N)cc1,-14%,8%,-6%,-2%,0%,-2%,-11,7%,0%
